TEAD-YAP inh: TEAD-YAP interaction inhibition, primary screen, TEAD-YAP interaction inhibitor project, luminescence, HEK-TIYL cells; actives 1.4% (n = 640,000); TEAD-Gal4/YAP UAS-luciferase luminescence; inhibition, % at 9.12 µM; in the data active = inhibition above about 32%;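 note: 0% = median of test compound wells and 100% = reference inhibitor wells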
FBW7 act: FBW7 E3 ligase activators, primary screen, biochemical, AlphaScreen, human | F-box/WD repeat-containing protein 7 (Homo sapiens), Q969H0 | AlphaScreen FBW7–phospho-cyclin E peptide binding, activator screen | normalized activity (activation), % at 26.1 µM | actives 0.13% (n = 650,000); in the data active = normalized activity above about 1.9%;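 note: purified mutant Fbw7 with reduced substrate affinity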
Target sequence (Q969H0 whole entry, looked up): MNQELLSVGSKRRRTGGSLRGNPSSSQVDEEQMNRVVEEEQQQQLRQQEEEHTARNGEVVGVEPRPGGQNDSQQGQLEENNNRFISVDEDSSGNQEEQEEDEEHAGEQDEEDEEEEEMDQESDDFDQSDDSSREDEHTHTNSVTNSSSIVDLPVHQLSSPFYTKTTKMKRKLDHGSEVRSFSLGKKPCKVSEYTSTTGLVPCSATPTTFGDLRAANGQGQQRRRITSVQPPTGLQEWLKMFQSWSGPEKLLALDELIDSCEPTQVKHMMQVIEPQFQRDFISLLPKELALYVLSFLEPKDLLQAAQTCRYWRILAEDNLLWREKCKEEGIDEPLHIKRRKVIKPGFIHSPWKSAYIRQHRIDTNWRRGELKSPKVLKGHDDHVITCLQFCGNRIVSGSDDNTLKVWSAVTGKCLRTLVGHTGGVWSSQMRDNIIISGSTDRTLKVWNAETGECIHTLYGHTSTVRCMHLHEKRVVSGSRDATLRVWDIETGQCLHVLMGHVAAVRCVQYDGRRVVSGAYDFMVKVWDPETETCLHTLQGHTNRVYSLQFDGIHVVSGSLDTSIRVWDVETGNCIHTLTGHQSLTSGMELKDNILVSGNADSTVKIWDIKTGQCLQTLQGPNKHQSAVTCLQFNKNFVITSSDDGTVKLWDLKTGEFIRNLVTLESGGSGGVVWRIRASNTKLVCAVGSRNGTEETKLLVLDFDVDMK
MITF primary: MITF inhibitors, primary screen, biochemical, AlphaScreen, human; Microphthalmia-associated transcription factor (Homo sapiens), O75030; AlphaScreen MITF homodimerization, bead proximity signal; inhibition, % at 2.6 µM; actives 0.91% (n = 650,000); in the data active = inhibition above about 50%;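 note: 0% = vehicle wells with protein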
GPR151 ag: activators of human GPR151, primary screen, cell-based, PathHunter beta-arrestin, luminescence; G-protein coupled receptor 151 (Homo sapiens), Q8TDV0; PathHunter beta-arrestin GPR151 cells; activation, % at 11.2 µM; actives 1% (n = 650,000); in the data active = activation above about 4.9%;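 note: 0% = median of compound wells and 100% = cells with positive control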
Target sequence (Q8TDV0 whole entry, looked up): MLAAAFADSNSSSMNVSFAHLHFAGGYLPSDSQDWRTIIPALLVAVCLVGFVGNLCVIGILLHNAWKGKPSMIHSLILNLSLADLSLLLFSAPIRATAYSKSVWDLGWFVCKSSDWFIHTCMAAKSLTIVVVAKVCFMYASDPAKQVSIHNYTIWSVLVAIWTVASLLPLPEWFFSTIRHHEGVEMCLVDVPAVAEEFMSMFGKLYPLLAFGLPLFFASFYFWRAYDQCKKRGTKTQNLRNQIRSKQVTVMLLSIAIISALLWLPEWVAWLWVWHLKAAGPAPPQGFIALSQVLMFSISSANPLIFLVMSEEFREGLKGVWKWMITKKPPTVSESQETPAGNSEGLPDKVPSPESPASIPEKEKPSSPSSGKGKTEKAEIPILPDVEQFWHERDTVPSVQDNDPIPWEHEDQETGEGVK
Numbers without * were called inactive. Compounds as they come, and some 3.4% of all compounds hit somewhere here.

SMILES	TEAD-YAP inh	FBW7 act	MITF primary	GPR151 ag
CCOc1cccc2c1OC(c1cccc(F)c1)N1N=C(c3ccc(OC)cc3)CC21 (stereo not given)	-41	-0.2	-10	-1.0
CCOc1cc(/C=C2\N=C(c3cccc(Cl)c3)OC2=O)ccc1OC(C)=O	7	0.0	2	0.2
COc1cc(NC(=O)c2ccccc2[N+](=O)[O-])ccc1Cl	-3	0.4	13	-1.5
O=C(Nc1cccc([N+](=O)[O-])c1)c1ccc2ccccc2c1O	-31	0.1	15	-2.6
N#Cc1cc(-c2cnc3ccccc3n2)c(-c2ccncc2)[nH]c1=O	0	-0.2	-4	0.0
Nc1ccc(S(=O)(=O)NCCc2ccccc2)cc1	13	0.0	-3	-0.6
CCN(CC)CCn1c2ccccc2n2cc(C(C)(C)C)nc12	-9	-0.3	-3	-0.7
COc1ccc(CCn2c(NC(=O)Nc3ccccc3F)c3ccccc3nc2=O)cc1	-20	-0.1	5	-1.7
Cc1nc(SCC(=O)c2c[nH]c3ccccc23)nc(C)c1C	-8	-0.3	-11	1.2
CC12CCC(C(=O)NCc3ccc(F)cc3)(CC1=O)C2(C)C (stereo not given)	2	0.0	-17	0.4
Cc1ccc(S(=O)(=O)Nc2ncn[nH]2)cc1	-2	-0.1	-11	-0.7
Cc1ccc(-c2cc(C(=O)Nc3cccc(Cl)c3Cl)c3ccccc3n2)o1	4	0.1	10	-0.1
CCOc1ccc2cc(C(N)=O)c(=Nc3ccccc3)oc2c1	-35	0.1	23	-1.7
CC(=O)CSc1nsc(SCC(C)=O)c1C#N	-12	-0.2	0	-0.3
O=S(=O)(Nc1ccc(S(=O)(=O)Nc2nccs2)cc1)c1ccc2ccccc2c1	1	0.3	-8	-0.6
Cc1ccc(C)c(Nc2nc(NCCN(C)C)nc3nccnc23)c1	-4	2.1*	-11	-2.5
Brc1ccccc1-n1cnnn1	-4	0.2	0	0.5
CCc1ccc(NC(=O)c2sc3ncn(CC(=O)Nc4ccc(C)c(Cl)c4)c(=O)c3c2C)cc1	1	-0.1	7	2.4
CCCCCOc1ccc(C(=O)NCC(O)c2ccc([N+](=O)[O-])cc2)cc1 (stereo not given)	4	0.4	20	0.3
O=C(c1cc(S(=O)(=O)N2CCCC2)ccc1F)N1CCN(c2ccccc2)CC1	5	-0.1	0	-1.1
Cc1ccc(NC(=O)C2(S(=O)(=O)c3ccc(Cl)cc3)CC2)cc1F	7	-0.1	12	1.4
COCC1CCN(C(=O)CC2(c3ccccc3C)CC(=O)N(Cc3ccncc3)C2=O)CC1 (stereo not given)	-6	0.0	-2	-0.4
CC(O)CNC(=S)Nc1ccccc1 (stereo not given)	0	0.2	8	-0.3
CCN1CCN(C(=O)C2c3ccccc3C(=O)N(C)C2c2ccc(OC)cc2)CC1 (stereo not given)	-12	0.0	-5	-0.2
Cc1nnc2c(Nc3ccccc3Br)nc3ccccc3n12	-7	-0.1	-19	-0.6
Oc1ccc(-c2nccnc2NCc2ccc(F)cc2)cc1	6	-0.2	-4	0.2
c1ccc(-c2noc(-c3ccco3)n2)cc1	-63	0.0	-5	-4.0
NN(CCO)C(=S)Nc1ccc(F)cc1	4	-0.1	-2	2.5
O=S(=O)(c1ccc2ccccc2c1)N1CCCc2ccccc21	55*	0.0	-7	0.3
Cc1ccc(C(=O)Nc2c3c(nn2-c2cccc(Cl)c2)CS(=O)(=O)C3)cc1C	1	-0.2	1	1.5
CCN1C(=O)S/C(=C/c2ccc(C)o2)C1=O	-6	0.3	19	-1.6
Cn1c(N2CCOCC2)c(/C=N/OC(=O)c2ccc(F)cc2)c2ccccc21	15	0.3	8	2.1
Cc1ccc([N+](=O)[O-])cc1NC(=O)c1cccs1	-8	0.5	11	-1.5
CCn1c(C(=O)NCc2cccnc2)cc2sc(Cl)cc21	8	0.0	-2	0.0
Cc1ccc(/C=C/C(=O)Nc2ccc(F)c([N+](=O)[O-])c2)cc1	-6	-0.1	15	0.3
Cn1c2c(c(=O)n(C)c1=O)C(c1cccc([N+](=O)[O-])c1)C1=C(CC(C)(C)CC1=O)N2 (stereo not given)	5	0.4	22	-0.4
CCOC(=O)c1ccc(N2C(=O)C3C(c4ccccc4Cl)OC4(C(=O)c5ccccc5C4=O)C3C2=O)cc1 (stereo not given)	-7	-0.1	-1	0.0
CCCOC(=O)c1[nH]c2c(c1C)C(=O)CC(c1ccco1)C2 (stereo not given)	56*	-0.1	-8	0.7
COc1cc(C2NC(=S)NC(C)=C2C(=O)Nc2ccccc2C)ccc1O (stereo not given)	3	0.6	9	1.8
Cc1ccc(NC(=O)Cn2c(Cc3ccccc3)nc3sc4c(c3c2=O)CCCC4)cc1Cl	21	0.1	13	1.3
CC(=O)NC(CC(C)C)c1nnc2n1CCN(Cc1ccoc1)CC2 (stereo not given)	-10	-0.1	1	0.0
CC(=O)c1cccc(NC(=O)Cc2ccc3c(c2)CCCC3)c1	2	0.6	-30	-1.2
Cc1cccc(NS(=O)(=O)c2c(C)noc2C)c1	-5	-0.2	7	2.2
COc1cccc(/C=C2\SC(=S)N(C(CCC(=O)O)C(=O)O)C2=O)c1 (stereo not given)	6	0.0	7	1.4
CC(=O)Oc1ccc(/C=C(\C#N)C(=O)Nc2ccc([N+](=O)[O-])cc2C)cc1Br	-1	0.4	-2	-0.5
CCOc1ccc(-n2c(CNC(=O)c3ccc(S(=O)(=O)N4CCCC4)cc3)nnc2SCC(=O)Nc2nccs2)cc1	5	-0.1	-1	1.1
COc1ccccc1Oc1nc(N)[nH]c(=O)c1Br	-2	-0.1	6	0.9
CCC(C(=O)Nc1ncccc1C)(C(F)(F)F)C(F)(F)F	16	0.1	8	-0.2
CC(=O)Nc1ccc(Nc2nc(-c3c(C)nn(C)c3C)nc3nc[nH]c23)cc1	-9	-0.1	14	0.1
CC(=O)Nc1ccc(NC(=O)c2cc3c(=O)n4cccc(C)c4nc3n2C)cc1	1	0.1	17	-1.2
O=C(CC1C(=O)NCCN1Cc1ccccc1C(F)(F)F)NCC(F)(F)F (stereo not given)	2	0.0	8	-1.1
C=CCNC(=O)/C(=C/c1ccccc1F)NC(=O)c1ccccc1	9	0.1	-3	0.4
O=C(NCCCN1CCCC1=O)c1ccc2c(=O)n(CCc3ccccc3)c(=O)[nH]c2c1	-16	0.1	13	0.5
COc1ccc(CCN(C(=O)c2ccc(Cl)cc2)C2CC(=O)N(c3ccc(F)cc3)C2=O)cc1OC (stereo not given)	-10	0.1	11	0.5
Cc1cc(C(=O)N(CC#N)CC#N)ccc1[N+](=O)[O-]	-8	0.4	-6	7.7*
Cc1noc(C)c1-c1nc(NCCN2CCOCC2)c2ncn(CCN3CCCC3=O)c2n1	6	-0.1	0	4.6
COc1cc(OC)nc(Oc2ccccc2C=O)n1	7	0.0	-9	-1.2
CCC(NC(=O)c1cncc(Br)c1)c1ccccc1 (stereo not given)	4	-0.1	3	2.0
COc1cccc(C(=O)NC(C)c2ccccc2)c1OC (stereo not given)	7	0.2	1	-0.8
CC(C)Oc1ccc(CCNC(=O)CC2C(=O)NCCN2C)cc1 (stereo not given)	-14	0.0	-5	0.4

(further entries)
SMILES	TEAD-YAP inh	FBW7 act	MITF primary	GPR151 ag
CC(=O)NC(NC(C)=O)c1ccccc1Cl	6	0.1	0	0.0
Cc1nc(SCC(=O)OC(C)(C)C)c2c3c(sc2n1)CCC3	-15	0.0	2	0.5
CC(=O)Nc1ccc(-n2c(SCC(=O)N(c3ccccc3)C(C)C)nc3sc4c(c3c2=O)CCCC4)cc1	-1	0.3	5	-1.3
CC1=C(C#N)c2nc(N)c(C#N)c(C)c2/C1=C\c1ccc(F)cc1	-2	-0.1	-2	-2.2
CSc1ccc(NC(=O)N2CCC(C(N)=O)(N3CCCCC3)CC2)cc1	-3	0.0	5	1.5
CCOC(=O)c1ccc(NC(=O)c2cnc3ccc(C)cn3c2=O)cc1	3	0.0	10	0.8
O=C(Nc1cccc([N+](=O)[O-])c1)c1cc2cc(Br)cc(Br)c2oc1=O	-2	-0.1	1	0.4
Cc1ccc(-n2nc3c(c2NC(=O)COc2ccc(Cl)cc2Cl)CSC3)cc1	2	-0.2	-1	1.6
Cc1scc(C(=O)Nc2ccccc2)c1C	-31	0.1	2	-3.2
COc1ccccc1CNC(=O)CC1CSc2nc3c(cnn3-c3ccccc3)c(=O)n21 (stereo not given)	0	0.1	-2	2.8
C=CCNC(=S)Nn1c(=S)[nH]c2ccccc2c1=O	-39	-0.1	2	-3.4
CCCCOc1cccc(C(=O)N2CCN(c3ccc([N+](=O)[O-])cc3)CC2)c1	18	-0.6	-14	0.1

An excerpt of these results, in markdown:
| SMILES | TEAD-YAP inh | FBW7 act | MITF primary | GPR151 ag |
| --- | --- | --- | --- | --- |
| CC(C)Oc1ccc(CCNC(=O)CC2C(=O)NCCN2C)cc1 (stereo not given) | -14 | 0.0 | -5 | 0.4 |
| CC(=O)NC(NC(C)=O)c1ccccc1Cl | 6 | 0.1 | 0 | 0.0 |
| Cc1nc(SCC(=O)OC(C)(C)C)c2c3c(sc2n1)CCC3 | -15 | 0.0 | 2 | 0.5 |
| CC(=O)Nc1ccc(-n2c(SCC(=O)N(c3ccccc3)C(C)C)nc3sc4c(c3c2=O)CCCC4)cc1 | -1 | 0.3 | 5 | -1.3 |
| CC1=C(C#N)c2nc(N)c(C#N)c(C)c2/C1=C\c1ccc(F)cc1 | -2 | -0.1 | -2 | -2.2 |
| CSc1ccc(NC(=O)N2CCC(C(N)=O)(N3CCCCC3)CC2)cc1 | -3 | 0.0 | 5 | 1.5 |
| CCOC(=O)c1ccc(NC(=O)c2cnc3ccc(C)cn3c2=O)cc1 | 3 | 0.0 | 10 | 0.8 |
| O=C(Nc1cccc([N+](=O)[O-])c1)c1cc2cc(Br)cc(Br)c2oc1=O | -2 | -0.1 | 1 | 0.4 |
| Cc1ccc(-n2nc3c(c2NC(=O)COc2ccc(Cl)cc2Cl)CSC3)cc1 | 2 | -0.2 | -1 | 1.6 |
| Cc1scc(C(=O)Nc2ccccc2)c1C | -31 | 0.1 | 2 | -3.2 |
| COc1ccccc1CNC(=O)CC1CSc2nc3c(cnn3-c3ccccc3)c(=O)n21 (stereo not given) | 0 | 0.1 | -2 | 2.8 |
| C=CCNC(=S)Nn1c(=S)[nH]c2ccccc2c1=O | -39 | -0.1 | 2 | -3.4 |
| CCCCOc1cccc(C(=O)N2CCN(c3ccc([N+](=O)[O-])cc3)CC2)c1 | 18 | -0.6 | -14 | 0.1 |

(next part)
SMILES	TEAD-YAP inh	FBW7 act	MITF primary	GPR151 ag
CC1CCC(NC(=O)CN2CCCN(Cc3ccc(F)cc3Cl)C2=O)CC1 (stereo not given)	-5	-0.2	-5	-0.8
O=C1OC(c2ccccc2Br)=N/C1=C\c1ccc(OC(F)(F)F)cc1	1	-0.1	1	-0.5
Cc1ccc(C2CC(C(F)(F)F)n3nc(C(=O)Nc4ccc(C#N)cc4)cc3N2)cc1 (stereo not given)	-1	-0.1	9	0.8
COc1ccc(CCNC(=O)CCn2c(=O)oc3ccccc32)cc1	4	0.0	-4	-0.6
COC(=O)C1=Cc2cc([N+](=O)[O-])ccc2OC1N1CCOCC1 (stereo not given)	-2	0.1	-23	-1.3
CCCC1CCc2c(sc(NC(=O)c3cccnc3)c2C#N)C1 (stereo not given)	-1	0.0	-8	-1.0
O=C(CSc1nc2c(sc(=S)n2Cc2ccco2)c(=O)n1-c1ccccc1)NCCC1=CCCCC1	3	0.0	6	-0.1
Cc1cc(-c2[nH]nc3c2C(c2ccc4c(c2)OCO4)C(C#N)=C(N)O3)c(C)s1 (stereo not given)	8	0.2	-9	0.9
COc1ccc(-c2nnc3ccc(SCc4ccc(F)cc4)nn23)cc1OC	4	-0.2	-9	3.6
CCC(C)(C)C1CCc2c(sc(N)c2C(=O)OC)C1 (stereo not given)	12	0.1	4	1.0
CSCCNC(=O)Cn1nnnc1CN(C)C(C)C	4	-0.2	11	-0.3
O=C(Nc1nnc(CCS(=O)(=O)c2ccc(Cl)cc2)s1)c1ccc(F)cc1	-4	0.0	0	0.2
FC(F)(F)c1cccc(CNc2cc(N3CCC(N4CCOCC4)CC3)ncn2)c1	-6	-0.1	4	-2.1
COc1ccc(-c2nnc3c4cnn(-c5ccc(C)cc5)c4ncn23)cc1	6	0.1	3	1.5
CC1=C(C(=O)OC2CCCCC2)C(c2ccc(O)cc2)NC(=O)N1 (stereo not given)	-2	-0.1	0	0.3
O=C(NC1CCCC1)c1cccn2c(=O)c3ccccc3nc12	20	0.5	-23	0.4
Cc1c(NC(=S)NC2CC2)c(=O)n(-c2ccccc2)n1C	-3	-0.4	-3	-1.1
Cc1cccc(NC2=NCC(=O)N2CCc2ccccc2)c1	-5	0.2	0	-0.2
COC(=O)CSc1nnc(-c2ccncc2)o1	5	1.3	5	0.1
O=C(COc1ccc(CO)cc1)Nc1ccc(N2CCOCC2)cc1	0	0.1	-2	0.1
Cc1ccc(-n2cc(C(=O)NC(C)C)c3ccccc3c2=O)cc1C	7	0.1	14	1.4
COc1ccc(C2CC(=O)C3=C(C2)NC(C)=C(C(=O)OCC(C)C)C3c2cccc(F)c2)cc1 (stereo not given)	15	0.1	-6	1.8
O=C(Cc1ccccc1[N+](=O)[O-])NCC1CCCO1 (stereo not given)	9	-0.1	-10	0.8
Cc1ccccc1Nc1nc(Nc2ccccc2C)nc(N2CCCCC2)n1	2	-0.1	1	-0.6
COc1cccc(C(=O)Oc2ccc(C=C3C(=O)NC(=O)NC3=O)cc2OC)c1	-2	-1.1	4	2.0
CCOC(=O)COc1ccc(/C=C(\C#N)c2nn(CCO)c(N)c2C#N)cc1OC	4	0.1	14	1.2
CCN1CCN(c2oc(COc3ccccc3)nc2C#N)CC1	2	-0.1	4	-0.4

Screening data (PubChem)
